Bioassay records (PubChem)
CDK5 inh: inhibitors of human CDK5/p35 kinase, primary screen, biochemical, single concentration | Recombinant CDK5/p35, ADP-Glo luminescence, 60 min | inhibition, % at 10 µM | 0.01% of 330,000 active | AID 488839, 2010;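 active = highest replicate inhibition of at least 50% and at least 75% of replicates reaching 50%; inconclusive = only one of the two criteria met; inactive = both criteria failed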;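 also: plate controls were DMSO neutral control for no effect and GW8510 at 10 µM for full effect; many of its hits are not listed in these tables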
dFosB activator: activators of delta FosB homodimer, primary screen, biochemical, fluorescence polarization, TAMRA-CDK5 oligo, single point; activation, % at 25 µM; 0.99% of 340,000 active; purified delta FosB; percent of positive-control signal above neutral wells; Protein FosB (Mus musculus), P13346;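 active = mean activation above about 17%, with every replicate also reaching it, limit read from the data, passing the limit was not always enough; inconclusive = only one of the two conditions met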;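 also: fluorescence polarization rise as delta FosB binds a TAMRA Cdk5 AP-1 oligo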
Target sequence (P13346 whole entry, looked up): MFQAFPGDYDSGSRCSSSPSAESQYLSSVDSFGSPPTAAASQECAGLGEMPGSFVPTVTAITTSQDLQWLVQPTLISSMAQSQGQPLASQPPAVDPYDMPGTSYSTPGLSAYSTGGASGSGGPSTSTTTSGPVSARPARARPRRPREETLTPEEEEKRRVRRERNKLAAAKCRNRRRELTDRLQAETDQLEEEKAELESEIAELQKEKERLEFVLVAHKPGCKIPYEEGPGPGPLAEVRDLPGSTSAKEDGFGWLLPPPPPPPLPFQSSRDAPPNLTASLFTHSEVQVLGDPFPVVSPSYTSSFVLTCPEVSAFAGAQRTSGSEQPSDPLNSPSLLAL
CAL PDZ FP-1: untagged CAL PDZ binding inhibitors, primary screen, biochemical, fluorescence polarization, HTS | Golgi-associated PDZ and coiled-coil motif-containing protein (Homo sapiens), Q9HD26 | purified CAL PDZ, TMR-peptide fluorescence polarization, 1 h | inhibition, % at 24.9 µM | 0.92% of 300,000 active | AID 602252, 2012;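 active = mean inhibition of at least 30% with at least half of replicates also reaching 30%; inconclusive = no clear call, values can overlap the other calls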;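 also: 0% = DMSO neutral control and 100% = excess unlabeled competitor peptide PRC23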
Rtt109 HAT inh: inhibitors of C. albicans Rtt109/Vps75 HAT, primary screen, biochemical, ThioGlo CoA-SH fluorescence, plate reader; inhibition, % at 34.9 µM; 0.16% of 330,000 active; Histone acetyltransferase RTT109 (Candida albicans (strain SC5314 / ATCC MYA-2876)), …; purified Rtt109/Vps75, 4 h;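 active = inhibition of at least 50% in every replicate; inconclusive = best replicate reaches 50% inhibition but some replicates fall short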
Target sequence (Q5AAJ8 whole entry, looked up): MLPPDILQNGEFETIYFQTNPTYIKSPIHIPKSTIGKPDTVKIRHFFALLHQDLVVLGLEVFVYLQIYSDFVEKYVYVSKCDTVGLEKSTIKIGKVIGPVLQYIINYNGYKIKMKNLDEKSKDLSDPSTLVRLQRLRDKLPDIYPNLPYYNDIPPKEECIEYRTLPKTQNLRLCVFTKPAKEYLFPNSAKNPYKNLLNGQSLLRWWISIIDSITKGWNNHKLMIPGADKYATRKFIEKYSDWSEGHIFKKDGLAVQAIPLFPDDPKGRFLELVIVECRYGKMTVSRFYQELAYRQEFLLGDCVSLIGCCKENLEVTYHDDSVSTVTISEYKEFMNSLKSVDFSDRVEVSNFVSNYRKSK
CAL PDZ FP-2: CAL PDZ peptide-binding inhibitors, primary screen, biochemical, fluorescence polarization, Cer-tagged CAL PDZ, HTS | Golgi-associated PDZ and coiled-coil motif-containing protein (Homo sapiens), Q9HD26 | purified CAL PDZ, TMR-peptide fluorescence polarization, 1 h | inhibition, % at 20 µM | 0.02% of 330,000 active | AID 504414, 2011;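 active = highest replicate inhibition of at least 40%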;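 also: plate controls were DMSO neutral control wells for no effect and unlabeled competitor peptide control wells for full effect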
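Material: tagged CAL PDZ protein CerCALP, purified; buffer or medium: sodium phosphate/NaCl buffer pH 7.4 with TCEP, IgG, Thesit; also added: fluorescent TMR peptide probe; schedule: 1 h incubation at room temperature before polarization reading; technique: fluorescence polarization from S- and P-plane intensities, G-factor corrected; control set: unlabelled peptide and DMSO controls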
MITF act: activators of MITF-driven TRPM1 promoter reporter, primary screen, cell-based, SK-MEL-5, luciferase, single point; 0.75% of 300,000 active; AID 588334, 2011; activation, % at 12.5 µM; SK-MEL-5 TRPM1-promoter luciferase, 24 h; % of positive control, neutral wells = 0;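 active = mean activation of at least 80% with every replicate also reaching 80%; inconclusive = mean reaches 80% but some replicate falls short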;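 also: 0% = neutral control wells and 100% = parthenolide positive control wells; values of inactives mirror those of a sister screen read the other way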
Wnt bcat act: Wnt/beta-catenin pathway activators, primary screen, cell-based, plate reader, single point; Wnt/beta-catenin reporter cell assay, activator; activation, % at 9.35 µM; 1.2% of 300,000 active; in the data active = activation above about 30%, passing the limit was not always enough; inconclusive = no clear call, values can overlap the other calls;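 also: 0% = neutral control wells and 100% = positive control wells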
Tat export inh: E. coli Tat export inhibitors, primary screen, MC4100, TorA-mCherry reporter, fluorescence, single point; 0.036% of 340,000 active; inhibition, % at 10 µM; AID 488895, 2010;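 active = mean replicate inhibition at least 50% and at least half of replicates individually reaching 50%; inconclusive = only one of the two criteria met; inactive = neither criterion met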;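 also: exported cargo escapes ClpAP degradation while cytoplasmic cargo is degraded and loses fluorescence; 0% = median of neutral control wells and 100% = median of NaSCN control wells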
V-ATPase pH: regulators of yeast V-ATPase proton pumping, primary screen, pHLuorin cytosolic pH fluorescence; S. cerevisiae; response, % at 10 µM; 0.37% of 350,000 active; in the data active = response mostly above about 7.3%, no sharp cut-off; inactive = mostly below about 5.4%; also: actives read high; inactives centre near 0; some compounds called inactive have numbers as strong as hits
RTF Ca sens act: cardiac RTF calcium sensitivity activators, primary screen, biochemical, IANBD-TnC fluorescence, EC20 calcium. Troponin I, cardiac muscle (Homo sapiens) + Troponin T, cardiac muscle (Homo sapiens) + …. IANBD-labeled TnC RTF fluorescence at EC20 calcium; 0% EC20 calcium, 100% full calcium. activation, % at 7.2 µM. 0.24% of 340,000 active. AID 493008, 2010;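 active = activation above the mean over all tested compounds plus 3 SD, cut at about 30% in these data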;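 also: rise in fluorescence read as greater calcium sensitivity of cardiac thin filaments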
* marks the source's active call; other numbers are inactive results; u = inconclusive; x = no result given; & = joins results of further samples.

SMILES	CDK5 inh	dFosB activator	CAL PDZ FP-1	Rtt109 HAT inh	CAL PDZ FP-2	MITF act	Wnt bcat act	Tat export inh	V-ATPase pH	RTF Ca sens act
CC1CCc2sc(C(=O)NN)cc2C1 (stereo unspecified)	-0.2	-6	-1	10	0.9	-1	-1	-15	2	1
CSc1ccc(CNC(=O)C2Cc3cc(S(=O)(=O)N4CCCC4)ccc3N2C(C)=O)cc1 (stereo unspecified)	-1.8	-9	-5	7	-0.6	14	1	-2	-3	-1
Cc1onc(-c2ccccc2)c1C(=O)NCC1CCCO1 (stereo unspecified)	-0.7	2	-2	-11	-1.3	2	x	4	0	3
CC(C)(C)NCC(O)COc1ccccc1C(=O)CCc1ccccc1 (stereo unspecified)	0.3	-1	0	11	-0.8	9	-2&-4	-8	2	-4
COc1ccc(-n2cc(CNCC3CCOCC3)c(-c3cccc(F)c3)n2)cc1	1.6	-2	2	6	-2.8	-1	-3	-3	3	10
O=C(Nc1ncc2c(n1)-c1ccccc1CC2)c1ccccc1	-0.6	-3	-2	-9	-0.2	x	x	4	3	-2
Fc1cccc(-c2c(-c3ccccc3)ncc3cc(F)ccc23)c1	1.0	-6	0	-5	1.3	4	2	-3	0	2
CCN1CCCC1CNC(=O)Cn1cccc1C(=O)c1ccccc1C (stereo unspecified)	0.9	5	0	-3	x	3	x	-13	-2	-1
COc1ccc(/C=C/C(=O)OCC(=O)N(C)CC(=O)Nc2ccc(C)cc2)c(OC)c1	2.5	10	-1	-2	-0.5	x	-1	-3	4	-2
C=CCc1ccc(OCc2ccc(C(=O)O)o2)c(OC)c1	0.8	-1	3	2	-0.7	-26	12	4	-8	4
Cc1cccc(N2CCN(C(=O)N3CCOCC3)CC2)c1C	1.2	4	-4	0	-0.1	-4	6	-16	0	0
CCN(CC)CC#CC(O)(c1ccccc1)c1ccccc1	0.5	-2	-3	0	0.0	-6	-2	-4	1	2
CN1CC(=O)N(CC(=O)NCc2ccc(F)cc2)c2ccccc2C1=O	-5.5	-5	x	-5	0.4	-10	x	12	0	9
COC(c1ccc(Cl)cc1)(c1ccc(Cl)cc1)C(Oc1nccc(C)n1)C(=O)O (stereo unspecified)	-0.5	-7	25	-3	-2.5	-5	-1	0	0	-1
COc1cc(CNc2ccc3[nH]c(=O)[nH]c3c2)ccc1OCC(=O)NC(C)(C)C	-0.8	-9	-2	3	0.0	7	-6	u	8	-4
COC(=O)c1ccsc1NC(=O)CN1CCN(c2ncccn2)CC1	1.6	-3	0	1	-0.3	x	-4	-10	-2	0
O=C(Nc1ccc(S(=O)(=O)N2CCOCC2)cc1)C1COc2ccccc2O1 (stereo unspecified)	0.2	5	-4	1	-1.6	x	-3	2	-4	3
CCOC(=O)C1(CC2CC2)CCN(S(=O)(=O)C[C@]23CC[C@H](CC2=O)C3(C)C)CC1	-2.9	-3	-2	-4	-1.0	3	-1	8	1	6
O=C(CSc1nnc(-c2cccs2)n1-c1ccccc1)N1CCCc2ccccc21	-1.3	6	-1	-2	-0.4	x	x	-4	3	-1
COc1cc(NC(=O)C2C3CCC(O3)C2C(=O)O)cc(OC)c1 (stereo unspecified)	-3.9	5	-4	-4	0.0	-9	0	1	4	4
O=C(N/N=C/c1ccccn1)c1ccc(NC(=O)c2ccccc2Cl)cc1	-1.1	-8	x	-3	-2.5	-9	-2	9	-1	-1
COC(=O)c1cc(C(=O)Nc2cc(C)ccn2)cc([N+](=O)[O-])c1	-0.1	1	-1	-2	0.0	8	x	u	3	-4
O=C(Nc1ccc(OC(F)(F)F)cc1)Oc1ccccc1N1CCOCC1	-2.4	-1	-5	10	-0.3	1	-3	-5	-2	0
Cc1cccc(NC(=O)c2cc3c(=O)n4ccccc4nc3s2)c1	-0.2	16*	-3	4	-2.2	16	3	10	0	-3
COc1ccc(CNC(=O)COC(=O)CCN2C(=O)C3CC=CCC3C2=O)cc1OC (stereo unspecified)	0.2	-1	5	-23	-0.9	4	0	-3	3	-4
Cc1cccc(Sc2nc(-c3ccccc3)ccc2C#N)c1	0.2	-3	-1	-8	-0.4	x	x	-11	3	0
CCC(=O)N1CCc2cc(Br)cc(S(=O)(=O)NCc3ccccc3OC)c21	-6.8	1	-3	14	-1.5	2	-1	17	-1	-1
OCC1OC(n2cnc3c(NCc4ccco4)ncnc32)C(O)C1O (stereo unspecified)	2.2	-18	-5	-4	-0.3	-62	-1	-4	1	-1
CCOC(=O)c1ccc(S(=O)(=O)n2c(=O)oc3ccccc32)cc1	0.4	-4	-6	-2	-1.4	0	-3	-1	1	-2
O=C(N/N=C/c1ccc(Cl)cc1Cl)C(=O)NC1CC1	-1.4	3	x	-4	0.3	-4	3	18	1	4
Cc1ccc(CNC(=O)Cn2cnc3cc([N+](=O)[O-])ccc3c2=O)cc1	0.0	-6	2	-1	-0.2	6	1	4	1	5
COCCSc1nc(N)c(NC(=O)c2ccc(OC)cc2)c(=O)[nH]1	-1.6	-4	-2	-12	-1.6	14	-1	-3	-1	-3
O=C(NC(=S)Nc1ccc2oc(=O)ccc2c1)c1cccc(F)c1	0.3	1	-3	-3	-2.6	4	3	-5	-2	1
Cc1cc(NC(=O)CCc2ccc(-c3ccccc3)o2)no1	-1.3	-4	-3	-1	-0.3	8	-1	21	-1	1
O=C(Cn1ccc2cc(S(=O)(=O)N3CCCC3)ccc21)NCc1ccco1	-1.1	-13	-6	13	-1.7	0	-1	1	-4	-4
CCOC(=O)c1nn(-c2ccc(Cl)cc2)c2nc(Nc3ccccc3)cc(=O)n12	0.0	-2	1	4	x	8	-1	-6	-1	2
CC(=O)c1ccc(N(CC(=O)NC2CCCC2)C(=O)CNC(=O)c2cccs2)cc1	0.4	1	1	18	-1.3	8	0	6	1	-2
COc1ccc(/C=N/NC(N)=S)cc1OC(=O)c1ccccc1	2.4	0	-7	19	-4.1	-6	-3	7	-2	0
COc1ccc(N2CCN(CCCNC(=O)CCCn3c(=O)[nH]c4ccsc4c3=O)CC2)cc1	-0.1	-14	-3	6	2.3	6	x	3	-4	-3
O=C(c1ccccc1)N1CCN(Cc2c[nH]c3ccccc23)CC1	-2.3	-7	12	x	-0.9	x	x	-2	8	-4
c1ccc2c(c1)nc(N1CCOCC1)c1c3ccccc3[nH]c21	1.1	-2	x	2	0.2	-5	2	0	0	-4
Cc1csc2nc(SCC(=O)Nc3ccccc3F)[nH]c(=O)c12	-0.1	24*	-2	-9	-2.7	6	6	-11	-2	1
COc1ccccc1CNCc1ccc(OC)c(OC)c1OC	-2.1	0	-1	4	-2.9	8	x	-8	5	-5
CN1CC(=O)N(CC(=O)Nc2ccc(N3CCOCC3)cc2)C1=O	3.0	-6	-3	20	-0.1	x	0	-1	1	0
Cc1nn(C)c(C)c1CN(C)C(=O)CCCC(=O)O	0.2	-2	-4	x	-0.2	-11	x	-3	-5	-4

Nine successive entries out of the list so far, quoted:
SMILES	CDK5 inh	dFosB activator	CAL PDZ FP-1	Rtt109 HAT inh	CAL PDZ FP-2	MITF act	Wnt bcat act	Tat export inh	V-ATPase pH	RTF Ca sens act
CCOC(=O)C1(CC2CC2)CCN(S(=O)(=O)C[C@]23CC[C@H](CC2=O)C3(C)C)CC1	-2.9	-3	-2	-4	-1.0	3	-1	8	1	6
O=C(CSc1nnc(-c2cccs2)n1-c1ccccc1)N1CCCc2ccccc21	-1.3	6	-1	-2	-0.4	x	x	-4	3	-1
COc1cc(NC(=O)C2C3CCC(O3)C2C(=O)O)cc(OC)c1 (stereo unspecified)	-3.9	5	-4	-4	0.0	-9	0	1	4	4
O=C(N/N=C/c1ccccn1)c1ccc(NC(=O)c2ccccc2Cl)cc1	-1.1	-8	x	-3	-2.5	-9	-2	9	-1	-1
COC(=O)c1cc(C(=O)Nc2cc(C)ccn2)cc([N+](=O)[O-])c1	-0.1	1	-1	-2	0.0	8	x	u	3	-4
O=C(Nc1ccc(OC(F)(F)F)cc1)Oc1ccccc1N1CCOCC1	-2.4	-1	-5	10	-0.3	1	-3	-5	-2	0
Cc1cccc(NC(=O)c2cc3c(=O)n4ccccc4nc3s2)c1	-0.2	16*	-3	4	-2.2	16	3	10	0	-3
COc1ccc(CNC(=O)COC(=O)CCN2C(=O)C3CC=CCC3C2=O)cc1OC (stereo unspecified)	0.2	-1	5	-23	-0.9	4	0	-3	3	-4
Cc1cccc(Sc2nc(-c3ccccc3)ccc2C#N)c1	0.2	-3	-1	-8	-0.4	x	x	-11	3	0

Other structures follow.
SMILES	CDK5 inh	dFosB activator	CAL PDZ FP-1	Rtt109 HAT inh	CAL PDZ FP-2	MITF act	Wnt bcat act	Tat export inh	V-ATPase pH	RTF Ca sens act
O=C(O)CCCCCn1c(O)c(C=C2N=c3ccccc3=N2)sc1=S	0.1	-7	1	6	-0.5	0	0	-5	3	0
COc1cc(C2Nn3c(nnc3-c3ccccc3OC)S2)ccc1O (stereo unspecified)	12	-5	2	-6	-1.3	x	-2	4	1	5
N#Cc1ccc(OCC(=O)Nc2cc(S(=O)(=O)N3CCOCC3)ccc2N2CCOCC2)cc1	-1.4	-2	-2	-6	-0.7	-7	3	0	-4	4
CCCC(=O)Nc1c2c(nn1-c1ccc(F)cc1)CS(=O)(=O)C2	0.0	-6	-5	11	-0.2	6	0	1	3	3
Cc1ccc2ccccc2[n+]1CCCS(=O)(=O)[O-]	-1.4	-1	7	12	-1.0	-3	x	2	-4	0
CC(C)(C)c1cc(/C=N/NC(=O)C[n+]2ccccc2)cc(C(C)(C)C)c1O	0.0	-6	0	-8	2.1	8	1	-7	-1	0
N#Cc1ccccc1Sc1ccccc1C(=O)Nc1ccc2ccccc2c1	0.1	-1	-3	x	-1.9	3	-4	-1	4	-3
CC(OC(=O)CCN=C1NS(=O)(=O)c2ccccc21)C(=O)c1ccccc1 (stereo unspecified)	-1.9	4	-5	5	-0.2	0	1	-2	13	5
